SSB-PriA inh: inhibitors of Klebsiella pneumoniae PriA binding to SSB C-terminal tail, primary screen, biochemical, AlphaScreen | AlphaScreen SSBct-PriA binding, biotinylated peptide | inhibition, % at 33 µM | hit rate 0.6% among 430,000 | AID 1272365, 2023; in the data active = inhibition mostly above about 37%, no sharp cut-off; inactive = mostly below about 20%;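 also: plate controls were negative control peptide for no effect and reference peptide for full effect; strong numbers were not always called active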
Active calls of the source: *; & = joins results of further samples.

SMILES	SSB-PriA inh
Cc1ccccc1COc1ccc(C=NNC(=O)c2nnn(-c3nonc3N)c2CN2CCC(C)CC2)cc1	-4
COc1cc(OC)c(NC(=O)Cn2c(=O)n(Cc3ccc(F)cc3)c(=O)c3nccnc32)cc1Cl	-16&-6
COc1cc(C)c(C(C)C)cc1S(=O)(=O)NCc1ccc2c(c1)OCO2	5
Cc1nc(N2CCN(C(=O)c3cc4ccccn4c3)CC2)cc(C(F)(F)F)n1	2
Nc1cc(=O)[nH]n1S(=O)(=O)c1cccc(Cl)c1	-9
O=S(=O)(c1ccccc1)N1CCN(c2ccc(-c3cccnc3)nn2)CC1	-6
Cc1ccc(N2CCC(CNC(=O)c3ccc(-c4ccccc4)cc3)CC2)nn1	-8
CC1CCc2cccc(C(=O)O)c2N1 (stereo not drawn)	0
O=C(NCCCOc1cccc2cccnc12)c1ccc(C(F)(F)F)cc1	7
CCS(=O)(=O)c1ccc(-c2ccc(NC(=O)C3c4ccccc4Oc4ccccc43)cc2)nn1	2
Cc1ccc(/C=C2\SC(=N)NC2=O)s1	-7
COC(=O)C1CC(Oc2ccccc2F)CN1C(=O)c1ccc(-n2cccc2)cc1 (stereo not drawn)	21
CC(C)CCn1c(SCc2nc(-c3ccc(F)cc3)no2)nc2ccsc2c1=O	-13
CC(C)N1CCC(CNC(=O)COc2ccc(C(C)(C)C)cc2)CC1	2
COC(=O)CN(C)C(=O)c1cc2n(n1)CCCO2	-11
COc1ccccc1OCC#CCNC(=O)c1ccc(Cn2ccnc2)cc1	-19
O=C(NCCc1ccc(Cl)cc1)C(=O)Nc1ccc(N2CCCS2(=O)=O)cc1	-3&1
Cc1cccc(C=NNC(=O)c2cc(C)nc3ccccc23)n1	-16
Cc1cc(C(=O)N2CC(c3nc(-c4cccc(Cl)c4)no3)C2)no1	-29
COC(=O)c1c(NC(=O)c2ccc(S(=O)(=O)N(C)C)cc2)sc(Cc2ccc3c(c2)OCO3)c1C	-8
O=c1nc(NN=Cc2c[nH]c3ccccc23)cn[nH]1	0
O=C(NCCOc1ccc2nnc(-c3cccc(F)c3)n2n1)c1cccc(F)c1	-8
CCC(=O)N1CCCc2ccc(NS(=O)(=O)c3ccc(OC)c(Cl)c3)cc21	-4
COc1cccc(N2C(=O)C3N=NN(c4ccc(F)c(Cl)c4)C3C2=O)c1 (stereo not drawn)	-14&-1
Cc1ccc(-c2csc(NC(=O)C3CCCN(S(C)(=O)=O)C3)n2)cc1C (stereo not drawn)	3
CNC(=O)N(O)C1N(N=Cc2cc(Br)ccc2O)C(=S)SC1(C)C (stereo not drawn)	3
O=C1C[C@H](NS(=O)(=O)c2ccccc2)CN1c1ccccc1	-3
COc1ccc(C=NNC(=O)COc2cc(C)cc(C)c2)cc1COC(C)=O	-11
COc1ccc(S(=O)(=O)N2CCC(S(C)(=O)=O)CC2)cc1C	-14
O=C(CCc1ccccc1)NCCS(=O)(=O)N1CCN(c2cccc(Cl)c2)CC1	-10
O=C(Nc1ncc(Cc2ccccc2)s1)c1cc2c(cc1Br)OCCO2	-1
Cc1cc(=O)[nH]c(-n2nc(C)c(CCC(=O)Nc3nccs3)c2C)n1	-9
O=S(=O)(c1ccc2c(c1)OCCO2)N1CCC(c2ccccn2)C1 (stereo not drawn)	-2
COc1ccc(OCC(=O)NN=C2CCCCc3ccccc32)cc1	7
Cc1ccc(CNC(=O)Cc2csc(NC(=O)C3CCC(=O)N3)n2)cc1 (stereo not drawn)	2
O=C(Nc1cnn([C@H]2CCOC2)c1)c1cc(C2CC2)on1	-12
O=C(NCCC(O)c1cccc2ccccc12)C(=O)Nc1cccnc1 (stereo not drawn)	-6
O=C(CSC1=NCCS1)Nc1nccs1	5
CC1CC(=O)N(CC(=O)NCc2ccccc2Cl)c2ccccc2S1 (stereo not drawn)	-10
Cn1c(SCC(=O)NCc2ccco2)nc2c(-c3ccccc3)c[nH]c2c1=O	0
O=C(NCc1cncc(-c2ccsc2)c1)C1(c2ccccc2)CCOCC1	-2
COc1ccc2nc(N(CCN(C)C)C(=O)c3cccc(C)c3)sc2c1	20
CCOC(=O)c1sc(NC(=O)CSc2nc3c(cnn3-c3ccccc3)c(=O)[nH]2)c(C(=O)OCC)c1C	-5
COc1ccccc1NCc1nnc(SCC(=O)NN=Cc2ccco2)n1-c1ccc(Cl)cc1Cl	-4
Cn1c(N)c(S(=O)(=O)N2CC3CC(C2)c2cccc(=O)n2C3)c(=O)n(C)c1=O (stereo not drawn)	-9
O=C(Cn1cccc1)N1CCC[C@H](S(=O)(=O)c2ccc(F)cc2)C1	7
O=C(CNc1cccc2ccccc12)NN=Cc1ccc[nH]1	-1
O=C(c1ccc(Nc2nc(-c3ccccc3)c3cc(Br)ccc3n2)cc1)N1CCCCC1	9
O=S(=O)(NCC1CCN(Cc2ccccc2)CC1)c1ccccc1	-3
CC(=NOC(=O)c1ccc(Cl)c(Cl)c1)c1sc(C)nc1C	-18
Cc1noc(NS(=O)(=O)c2ccc(NC(=O)c3sc4ccccc4c3Cl)cc2)c1C	-15&-10
Cc1nc(N)sc1C	-1
COc1ccccc1NC(=O)Cn1cc(-c2nnc(-c3ccco3)o2)c2ccccc21	-8
Cc1c(C(=O)N2CCN(c3cc(C4CC4)nn3C)CC2)cnn1-c1ccccc1	-9
Cc1nn(CCNC(=O)c2ccco2)c(C)c1Cl	-1
Cc1cc(NC(=O)CSc2nnc3[nH]c(=O)cc(-c4ccccc4)n23)no1	7
O=C(CSCc1ccccc1Br)NN=Cc1ccc2c(c1)OCO2	-9
CC(C)c1ccc(C=NNC(=O)c2cccc(Cl)c2)cc1	-26
O=C(c1ccc(S(=O)(=O)NC[C@H]2CCCO2)cc1)N1CCN(c2ccccc2)CC1	2
O=C(NCCNc1ccc(Nc2ccncc2)nn1)Nc1ccc(Cl)cc1	-14
The list continues:
SMILES	SSB-PriA inh
Cc1ccc(S(=O)(=O)NN=Cc2c(C)nn(-c3ccccc3)c2C)cc1	-7
O=C(CNC(=O)c1ccccc1Cl)NN=C/C=C/c1ccccc1	9
Cc1nc(C)c(-c2ccc(SCC(=O)NCc3ccco3)nn2)s1	-4
COc1ccc(S(=O)(=O)CC(=O)N2CC(=O)Nc3ccccc32)cc1	-13
Cc1cc(C)cc(C(=O)Nc2nnc(N=Cc3ccc(Br)s3)s2)c1	71*
NC(=NS(=O)(=O)c1cc(C(F)(F)F)cc(C(F)(F)F)c1)c1ccccc1	-2
O=S(=O)(Cc1ccccc1Cl)NCC1CCN(c2nc3ccccc3s2)CC1	1
Cc1cc(C(=O)Nc2nc(C(=O)Nc3ccc4c(c3)Cc3ccccc3-4)co2)no1	-8
COC(=O)Nc1nc(CC(=O)Nc2ccccc2C(C)C)cs1	-1
CCOc1ccc(-c2cc(=O)n(CC(=O)N3CCN(c4ccccc4F)CC3)cn2)cc1	-12
O=C(NCCCn1nc(-c2ccc(Cl)cc2)ccc1=O)C1CC1	-14
COc1ccccc1NC(=O)CSc1ccc(NC(=O)c2ccccc2)nn1	-4
CCCCNC(=O)C(=O)NN=Cc1cccc(Br)c1	-7
CN(C)c1ccc(C=NS(=O)(=O)CCc2ccccc2)cc1	3
Cc1noc(CNC(=O)Cc2cn(C)c3ccccc23)n1	2
NC(=O)c1ccccc1OCC#CCNC(=O)C1CC=CCC1 (stereo not drawn)	3
Cc1ccc(CNC(=O)Cn2cnc(-c3ccc(C)cc3)cc2=O)cc1	-1
Cc1ccc(N2CC(NC(=O)N3CCC(C(N)=O)CC3)CC2=O)cc1C (stereo not drawn)	13
COc1nn(C)cc1C(=O)NCc1ccco1	3
O=C(COc1ccc(F)cc1)NCc1nn(C2CCCC2)c(=O)c2ccccc12	-15
O=C(C1CC1)N1CCc2ccc(NS(=O)(=O)c3cccs3)cc2C1	-5&8
Cc1nc(N=C(N)NC(=O)N2c3ccccc3Sc3ccccc32)nc2ccccc12	11
Cc1cccc(N2CCN(S(=O)(=O)c3ccc(Cl)c4ccccc34)CC2)c1C	-7
CC(=O)Nc1ccc(SCCCC(=O)N2CCc3ccccc32)nn1	-1
C=CCN1C(=O)C(C)(C)COc2ccc(NS(=O)(=O)c3ccc(OC)c(C)c3)cc21	5
Cc1c(N)n[nH]c1-c1ccc(F)cc1	-12
COc1ccc(C2(C)NC(=O)N(CC(=O)Nc3ccc(C)c(Cl)c3)C2=O)cc1 (stereo not drawn)	19
COc1cccc(CNC(=O)CCc2csc(NC(=O)c3ccc(=O)[nH]c3)n2)c1	9
O=C(NCCn1nc(-c2cccs2)n(C2CC2)c1=O)c1cc2ccccc2o1	-6
COc1cc(C=NNC(=O)CNC(=O)/C=C/c2ccco2)cc(OC)c1OC	-16
O=C(NCC1CCCO1)NC(=O)c1ccccc1 (stereo not drawn)	-8
O=S(=O)(NCC1(c2cccs2)CCOCC1)c1ccccc1OC(F)(F)F	-32
COc1ccc(Cl)cc1NC(=O)C(=O)NC[C@@](O)(c1cccs1)C1CC1	-19
COc1ccc(Nc2nc(NCCN3CCOCC3)nc(N)c2[N+](=O)[O-])cc1	-10
COc1ccccc1C1NC(C(=O)O)CS1 (stereo not drawn)	-3&2
CC1=Nc2ncnn2C(c2ccccc2)C1=NO (stereo not drawn)	-5
COc1ccc(CNC(=O)N2CCOCC2)c(OC)c1	-2
O=C(Oc1ccc(C=NO)cc1)c1ccccc1Cl	-3
Cc1cc(C)nc(SCC(=O)NN=Cc2cccnc2)n1	-8
Cn1cccc1CN(Cc1cccs1)C(=O)c1ccccc1S(=O)(=O)C(F)F	20
Cc1cc(C=NNC(N)=S)c(C)n1-c1ccc(Cl)cc1	8
CN(C)S(=O)(=O)N1CCC(S(=O)(=O)C(C)(C)C)C1 (stereo not drawn)	-26
COc1ccccc1Nc1c2c(nc3ccc(Cl)cc13)CCC2	5
CCS(=O)(=O)N1CCC(c2nnc(C(F)(F)F)o2)CC1	-11
NC(Cn1cncn1)=NOC(=O)c1ccc(Cl)cc1	-14
COc1ccc(-c2nnc3ccc(OCCNC(=O)c4cccc(Cl)c4)nn23)cc1	-4
O=C(CCc1csc(NC(=O)NC2CCCCC2)n1)NCc1ccc2c(c1)OCO2	-9
O=C(O)Cn1cncn1	-9&2
CCN(CCC#N)c1ccc(C=NNc2nc(C)cc(=O)[nH]2)c(C)c1	-7
O=C(Nc1ccc(N2CCCC2=O)cc1)c1ccco1	4
COc1ccc(-c2coc3cc(OCC(N)=O)ccc3c2=O)cc1OC	-19
CCOc1ccc2c(c1)=CC(=Cc1sc(=S)n(CC3CCCO3)c1O)C(=O)N=2 (stereo not drawn)	-5
COc1ccccc1NC(=O)Nc1nc(CC(=O)Nc2nc3ccc(S(C)(=O)=O)cc3s2)cs1	-11
Cc1ccc(-c2ccc(=O)n(CCCNS(=O)(=O)c3ccc(Cl)s3)n2)cc1	-9
COc1ccc(C)cc1S(=O)(=O)N1CCCC(c2nnc(CC(C)(C)C)o2)C1 (stereo not drawn)	-18
O=C(NN=Cc1ccc(OCC(=O)N2CCCC2)cc1)C(=O)Nc1ccccc1F	6
C=CCOc1ccc(C=NNC(=O)C2CCCC2)cc1OCC	-1
CCOC(=O)c1cnn2ccc(NC(=O)c3cc(C4CC4)on3)cc12	3
CCOc1ccc(NC(=O)CC(C)=NNC(=O)COc2ccc(Br)cc2C)cc1	-3
CCOc1ccc(-n2nnnc2CNS(=O)(=O)c2cccc(C(F)(F)F)c2)cc1	-14
Continuation.
SMILES	SSB-PriA inh
NC(COc1ncn(-c2ccccc2)n1)=NS(=O)(=O)c1ccc(Cl)cc1Cl	-1
Cc1cc(NC(=O)c2cc(C)n(C)n2)n(-c2ccccc2)n1	-13
Cc1onc(-c2ccccc2Cl)c1C(=O)NCc1cc(-c2cccs2)n(C)n1	-11
C[C@H](NC(=O)C(=O)NCC1CCN(c2ncccc2C#N)CC1)c1ccccc1	-3
COc1cc(C(=O)NCC(=O)NN=Cc2ccco2)cc(OC)c1OC	-3
COc1ccc(-c2ccc(N3CCCC(C(=O)Nc4ccc(C(N)=O)cc4)C3)nn2)cc1 (stereo not drawn)	-2
Cc1cc(C)n(CCNC(=O)c2ccc(Cl)s2)n1	6

Reprinted at random: 4 records from the list.
SMILES	SSB-PriA inh
NC(COc1ncn(-c2ccccc2)n1)=NS(=O)(=O)c1ccc(Cl)cc1Cl	-1
Cc1cc(NC(=O)c2cc(C)n(C)n2)n(-c2ccccc2)n1	-13
COc1ccc(-c2ccc(N3CCCC(C(=O)Nc4ccc(C(N)=O)cc4)C3)nn2)cc1 (stereo not drawn)	-2
Cc1cc(C)n(CCNC(=O)c2ccc(Cl)s2)n1	6

Compounds listed so far containing a thiophene ring, fused or not:
SMILES	SSB-PriA inh
Cc1ccc(/C=C2\SC(=N)NC2=O)s1	-7
CC(C)CCn1c(SCc2nc(-c3ccc(F)cc3)no2)nc2ccsc2c1=O	-13
COC(=O)c1c(NC(=O)c2ccc(S(=O)(=O)N(C)C)cc2)sc(Cc2ccc3c(c2)OCO3)c1C	-8
O=C(NCc1cncc(-c2ccsc2)c1)C1(c2ccccc2)CCOCC1	-2
CCOC(=O)c1sc(NC(=O)CSc2nc3c(cnn3-c3ccccc3)c(=O)[nH]2)c(C(=O)OCC)c1C	-5
Cc1noc(NS(=O)(=O)c2ccc(NC(=O)c3sc4ccccc4c3Cl)cc2)c1C	-15&-10
Cc1cc(C)cc(C(=O)Nc2nnc(N=Cc3ccc(Br)s3)s2)c1	71*
O=C(C1CC1)N1CCc2ccc(NS(=O)(=O)c3cccs3)cc2C1	-5&8
O=C(NCCn1nc(-c2cccs2)n(C2CC2)c1=O)c1cc2ccccc2o1	-6
O=S(=O)(NCC1(c2cccs2)CCOCC1)c1ccccc1OC(F)(F)F	-32
COc1ccc(Cl)cc1NC(=O)C(=O)NC[C@@](O)(c1cccs1)C1CC1	-19
Cn1cccc1CN(Cc1cccs1)C(=O)c1ccccc1S(=O)(=O)C(F)F	20
Cc1ccc(-c2ccc(=O)n(CCCNS(=O)(=O)c3ccc(Cl)s3)n2)cc1	-9
Cc1onc(-c2ccccc2Cl)c1C(=O)NCc1cc(-c2cccs2)n(C)n1	-11
Cc1cc(C)n(CCNC(=O)c2ccc(Cl)s2)n1	6

Bioassay records as filed in PubChem BioAssay.

A portion of the library; count on the stated rates, not on these rows.
